RmlCD inh 1536: M. tuberculosis RmlC/RmlD coupled enzyme inhibitors, primary screen, biochemical, compound mixtures, 384-well, from 1536-well plates; dTDP-4-dehydrorhamnose reductase (Mycobacterium tuberculosis (strain ATCC 25618 / H37Rv)) …; RmlC+RmlD coupled enzyme assay, percent inhibition; primary screen in compound mixtures; inhibition, % at 3.6 µM; 0.03% of 160,000 active; in the data active means inhibition mostly above about 34%, no sharp cut-off; further: some results filed as inactive read as strong as hits
Target sequence (P9WH09 whole entry, looked up): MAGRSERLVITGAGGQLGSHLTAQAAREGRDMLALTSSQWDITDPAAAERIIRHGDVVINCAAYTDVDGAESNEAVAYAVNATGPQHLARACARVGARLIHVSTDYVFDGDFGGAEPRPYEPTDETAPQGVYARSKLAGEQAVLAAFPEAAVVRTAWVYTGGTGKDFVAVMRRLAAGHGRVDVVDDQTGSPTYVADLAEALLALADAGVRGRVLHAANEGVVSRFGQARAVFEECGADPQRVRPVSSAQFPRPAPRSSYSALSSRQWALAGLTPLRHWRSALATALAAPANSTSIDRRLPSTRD
Target sequence (P9WH11 whole entry, looked up): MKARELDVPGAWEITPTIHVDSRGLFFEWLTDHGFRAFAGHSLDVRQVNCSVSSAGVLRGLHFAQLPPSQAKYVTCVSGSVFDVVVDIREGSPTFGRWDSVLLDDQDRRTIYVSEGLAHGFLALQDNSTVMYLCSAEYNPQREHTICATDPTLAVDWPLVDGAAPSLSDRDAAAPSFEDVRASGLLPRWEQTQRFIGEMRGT
GlmU inhibition: inhibition of mycobacterial GlmU enzyme – biochemical, glucosamine-1-phosphate acetyltransferase (AID 1376) | M. tuberculosis GlmU acetyltransferase enzyme assay; higher % means a stronger effect | inhibition, %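 (tested at 30 µM in the primary screen)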, or IC50 in µM where a hit was titrated | 0.25% of 220,000 active | Bifunctional protein GlmU (Mycobacterium tuberculosis (strain ATCC 25618 / H37Rv)); in the data active means inhibition above about 13%;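 further: 0% = complete reaction with vehicle and 100% = reaction without substrate; strong numbers were not always called active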
An asterisk follows results filed as active; & = joins results of further samples. The list is partial; count on the stated rates, not on these rows.

What do the screens show for `Cc1ccc(/C=C2\SC(=S)N(Cc3ccccc3)C2=O)o1`?
RmlCD inh 1536: -10.6; GlmU inhibition: -1.6%

What do the screens show for `Cc1ccc(S(=O)(=O)N2CCN(CC(=O)NC(=O)NCc3ccccc3)CC2)cc1C`?
RmlCD inh 1536: 7.9; GlmU inhibition: 1.2%

How did CCOC(=O)c1[nH]c(C)c(C(=O)Nc2ccc3c(c2)CCC3)c1C do in these assays?
RmlCD inh 1536: -2.3; GlmU inhibition: 1.5%

Results for CCOC(=O)C(O)(c1ccc(NC(=O)NC2CCCCC2)cc1)C(F)(F)F (centres undefined) ?
RmlCD inh 1536: 2.8; GlmU inhibition: 3.3%

What do the screens show for `Cc1ccc(/C=C/C(=O)O)cc1S(=O)(=O)Nc1ccccc1C(=O)O`?
RmlCD inh 1536: -7.1; GlmU inhibition: -0.8%

Results for C#CCNC(=O)C1=C[C@H](c2coc3ccccc3c2=O)C[C@H](OCCCCO)O1 ?
GlmU inhibition: -0.7%

What do the screens show for `CCCC(=O)Nc1nnc(CC(=O)OCC)s1`?
GlmU inhibition: 0.8%

Results for CCN(CC)C(=S)Oc1c(Cl)cccc1Cl ?
RmlCD inh 1536: -9.7; GlmU inhibition: 0.8%

How did O=C(O)c1nc(-c2ccccc2)n(-c2cccc(C(F)(F)F)c2)n1 do in these assays?
RmlCD inh 1536: 7.9; GlmU inhibition: -6.3%

How did Cc1ccccc1OCC(=O)NC(Cc1c[nH]c2ccccc12)C(=O)O (centres undefined) do in these assays?
RmlCD inh 1536: 6.1; GlmU inhibition: 0.5%

How did Cc1cc(C)c(S(=O)(=O)n2c([N+](=O)[O-])cnc2C)c(C)c1 do in these assays?
RmlCD inh 1536: -5.5; GlmU inhibition: -0.7%

How did Cc1c(C=O)c2ccccn2c1C(=O)c1cccc([N+](=O)[O-])c1 do in these assays?
RmlCD inh 1536: 6.0; GlmU inhibition: 5.9%

How did COc1ccc(Cl)cc1NC(=O)C(C)NC(c1ccccc1)c1ccccc1 (centres undefined) do in these assays?
RmlCD inh 1536: -10.8; GlmU inhibition: 1.4%

How did O=c1[nH]c(=O)n(Cc2ccco2)c(O)c1C=NCc1ccc2c(c1)OCO2 do in these assays?
GlmU inhibition: 7.6%

What do the screens show for `CCc1ccc(-c2csc(NC(=O)C3CC(=O)N(c4ccc5c(c4)OCCO5)C3)n2)cc1` (centres undefined)?
RmlCD inh 1536: -9.7; GlmU inhibition: -0.4%

How did CC12CCC(C(=O)N/N=C/c3ccc(O)cc3O)(OC1=O)C2(C)C (centres undefined) do in these assays?
GlmU inhibition: -2.7%

Results for Cc1ccc2cc(C#N)c(NCCNC(=S)NCCCN3CCOCC3)nc2c1 ?
RmlCD inh 1536: -8.0; GlmU inhibition: -1.1%

What do the screens show for `O=C(OCC(=O)N1CCN(C(=O)c2ccco2)CC1)c1ccccc1`?
RmlCD inh 1536: -5.7; GlmU inhibition: 0.9%

How did O=c1[nH]c(=S)n(-c2ccccc2)c(O)c1/C=N/N1CCCCC1c1cccnc1 (centres undefined) do in these assays?
RmlCD inh 1536: -11.9; GlmU inhibition: -0.4%

Results for C/C(=N/NC(=O)CN1CCN(Cc2ccccc2Cl)CC1)c1ccco1 ?
RmlCD inh 1536: 6.7; GlmU inhibition: 3.8%

Results for CC(=O)Nc1ccc(NC(=O)c2sc3nc4c(c(-c5ccc(C)cc5)c3c2N)CCC4)cc1 ?
RmlCD inh 1536: 7.2; GlmU inhibition: -5.4%

What do the screens show for `NS(=O)(=O)c1ccc(NC(=O)COC(=O)/C=C/c2ccc([N+](=O)[O-])cc2)cc1`?
RmlCD inh 1536: -13.8; GlmU inhibition: 1.5%

What do the screens show for `CNCCCOc1cccc(OC(C)C)c1`?
RmlCD inh 1536: -3.7

Results for Cc1ccc(NC(=O)CSC2=C(C#N)C(c3ccco3)C3=C(CCCC3=O)N2)cc1 (centres undefined) ?
RmlCD inh 1536: 14.9

How did O=C(CCNc1cccc(Cl)c1)c1cccs1 do in these assays?
RmlCD inh 1536: 7.4; GlmU inhibition: -3.5%

What do the screens show for `CN(Cc1nc(-c2ccncc2)no1)S(=O)(=O)c1ccc(Cl)cc1`?
GlmU inhibition: -0.8%

What do the screens show for `Nc1c(-c2ccc(Cl)cc2)cnn1-c1cccc(C(F)(F)F)c1`?
RmlCD inh 1536: 9.1; GlmU inhibition: -3.8%

How did Cc1c(NC(=O)CN2CCCC(C)C2)ccc2nsnc12 (centres undefined) do in these assays?
RmlCD inh 1536: 4.2; GlmU inhibition: 2.6%

Results for COc1ccc(OC)c(NC(=O)c2cc3oc4ccccc4c3cc2O)c1 ?
RmlCD inh 1536: -7.6; GlmU inhibition: -0.1%

What do the screens show for `O=C(NCC1CC1)C1(C(F)(F)F)CC(CCc2ccccc2)CCCO1` (centres undefined)?
GlmU inhibition: -1.0%

Results for COCCn1nnnc1CN(CCc1ccccc1)Cc1cc2cc(OC)ccc2[nH]c1=O ?
GlmU inhibition: 0.7%

Results for CC(C)C(=O)NCCc1nc(-c2ccccc2Cl)no1 ?
GlmU inhibition: 3.8%

What do the screens show for `Cc1nn(Cc2ccc(F)cc2)c(C)c1NC(=O)c1noc2c1CCc1ccccc1-2`?
RmlCD inh 1536: 8.8; GlmU inhibition: 1.1%

How did Cc1cc(=O)[nH]c(N/N=C/c2ccc(C)o2)n1 do in these assays?
GlmU inhibition: 2.8%

How did COC(=O)C1(C)Cc2cc(OC(C)=O)c(OC(C)=O)cc2N1 (centres undefined) do in these assays?
RmlCD inh 1536: 15.1; GlmU inhibition: 2.2%

Results for CCc1ccc(Nc2nnc(SCC(=O)NCCN3C(=O)CSC3=O)s2)cc1 ?
RmlCD inh 1536: -8.0; GlmU inhibition: 2.5%

As a short view, 11 of the compounds above.
What do the screens show for `CNCCCOc1cccc(OC(C)C)c1`?
RmlCD inh 1536: -3.7

Results for Cc1ccc(NC(=O)CSC2=C(C#N)C(c3ccco3)C3=C(CCCC3=O)N2)cc1 (centres undefined) ?
RmlCD inh 1536: 14.9

How did O=C(CCNc1cccc(Cl)c1)c1cccs1 do in these assays?
RmlCD inh 1536: 7.4; GlmU inhibition: -3.5%

What do the screens show for `CN(Cc1nc(-c2ccncc2)no1)S(=O)(=O)c1ccc(Cl)cc1`?
GlmU inhibition: -0.8%

What do the screens show for `Nc1c(-c2ccc(Cl)cc2)cnn1-c1cccc(C(F)(F)F)c1`?
RmlCD inh 1536: 9.1; GlmU inhibition: -3.8%

How did Cc1c(NC(=O)CN2CCCC(C)C2)ccc2nsnc12 (centres undefined) do in these assays?
RmlCD inh 1536: 4.2; GlmU inhibition: 2.6%

Results for COc1ccc(OC)c(NC(=O)c2cc3oc4ccccc4c3cc2O)c1 ?
RmlCD inh 1536: -7.6; GlmU inhibition: -0.1%

What do the screens show for `O=C(NCC1CC1)C1(C(F)(F)F)CC(CCc2ccccc2)CCCO1` (centres undefined)?
GlmU inhibition: -1.0%

Results for COCCn1nnnc1CN(CCc1ccccc1)Cc1cc2cc(OC)ccc2[nH]c1=O ?
GlmU inhibition: 0.7%

Results for CC(C)C(=O)NCCc1nc(-c2ccccc2Cl)no1 ?
GlmU inhibition: 3.8%

What do the screens show for `Cc1nn(Cc2ccc(F)cc2)c(C)c1NC(=O)c1noc2c1CCc1ccccc1-2`?
RmlCD inh 1536: 8.8; GlmU inhibition: 1.1%

Going on with the list:
What do the screens show for `COc1ccc(N2CCN(CCNC(=O)c3nnc(Cc4c(F)cccc4Cl)o3)CC2)cc1`?
RmlCD inh 1536: 5.5; GlmU inhibition: 8.2%

What do the screens show for `CCOc1ccc(N=c2oc3cc(O)ccc3cc2C(=O)NCC2CCCO2)cc1` (centres undefined)?
GlmU inhibition: 1.3%

What do the screens show for `N#C/C(=C\c1cccn1-c1ccccc1)C(=O)NC1CCCCC1`?
RmlCD inh 1536: -3.0; GlmU inhibition: 3.8%

What do the screens show for `COCCN1C(=O)/C(=C/c2c(OC)cc(OC)cc2OC)C(=O)N(c2ccccc2)C1=O`?
GlmU inhibition: 3.8%

Results for O=C(c1noc2c1CCCC2)N1CCc2c([nH]c3ccccc23)C1c1ccccn1 (centres undefined) ?
GlmU inhibition: -2.1%

Results for COc1ccc(/C=C(/C#N)C(=O)NC2CCCCC2)cc1Br ?
RmlCD inh 1536: 22.6; GlmU inhibition: 5.1%

Results for CCN(C(=O)c1ccc(C)c(Br)c1)c1ccccc1 ?
RmlCD inh 1536: -8.2; GlmU inhibition: -7.1%

Results for CC1CCN(C(=O)Cn2c(=O)oc3ccccc32)CC1 ?
GlmU inhibition: -0.1%

How did O=C1c2ccccc2NC2(CCCCC2)N1N=C1CCCCC1 do in these assays?
RmlCD inh 1536: 9.2; GlmU inhibition: 6.0%

Results for CC/C(=N\Nc1ccccc1)c1c(O)n(-c2ccccc2)c(=O)[nH]c1=O ?
RmlCD inh 1536: 7.7; GlmU inhibition: -1.6%

How did Cc1ccc(-c2ccc(CCC(=O)O)n2Cc2ccco2)cc1 do in these assays?
GlmU inhibition: -5.1%

How did CCC(=O)NC(Nc1ncc(C)s1)(C(=O)OC)C(F)(F)F (centres undefined) do in these assays?
RmlCD inh 1536: 4.4; GlmU inhibition: 4.0%

What do the screens show for `CN(c1cccc(NC(=O)c2ccc(Cl)c(S(=O)(=O)Nc3ccccc3)c2)c1)S(C)(=O)=O`?
RmlCD inh 1536: -12.2; GlmU inhibition: 3.3%

What do the screens show for `CCOC(=O)COc1c(Br)cc(C2NC(=O)NC(C)=C2C(C)=O)cc1OC` (centres undefined)?
GlmU inhibition: 1.0%

Results for Cc1nnc(SCC2=C(C(=O)O)N3C(=O)[C@@H](NC(=O)Cn4cnnn4)[C@H]3SC2)s1 ?
GlmU inhibition: 9.0%&3.3%

What do the screens show for `CC(C)OC(=O)C(C(=O)C(F)(F)F)c1cc(NS(=O)(=O)c2ccc3ccccc3c2)c2ccccc2c1O` (centres undefined)?
RmlCD inh 1536: 33.4; GlmU inhibition: -3.7%

What do the screens show for `OC12CCCCC1C(c1ccccc1)NCC2` (centres undefined)?
GlmU inhibition: 1.6%

Results for CCOC(=O)C1=C(C)NC(=O)NC1c1ccc(F)cc1 (centres undefined) ?
GlmU inhibition: 1.6%

Results for NNC(=O)c1sccc1OCc1ccc(Cl)cc1Cl ?
RmlCD inh 1536: 11.6; GlmU inhibition: -4.8%

What do the screens show for `CC(=O)c1ccc(NC(=O)c2ccc(S(=O)(=O)N3CCCC3)cc2)cc1`?
GlmU inhibition: -1.8%

How did COC(=O)c1nc(-c2ccccc2)oc1N1CCOCC1 do in these assays?
RmlCD inh 1536: 10.3; GlmU inhibition: -4.6%

How did CC1CCCCC1NC(=O)Cn1cnc2ccccc2c1=O (centres undefined) do in these assays?
RmlCD inh 1536: -3.5; GlmU inhibition: 1.4%

Results for CC1(OC(=O)c2cccs2)C(=O)C=C2C=C3CCCN3C=C2C1=O (centres undefined) ?
GlmU inhibition: 3.2%

How did O=C(N/N=C/C(Br)=C/c1ccccc1)c1cccnc1 do in these assays?
RmlCD inh 1536: 11.1; GlmU inhibition: -2.4%

What do the screens show for `COc1ccc(CCN(C(=O)COc2ccccc2)c2nc(-c3ccccc3)cs2)cc1OC`?
RmlCD inh 1536: 9.7

How did CC1=C(C(=O)NCc2ccc(Cl)cc2)C2(CCC(C)CC2)OC1=O (centres undefined) do in these assays?
RmlCD inh 1536: -10.3; GlmU inhibition: -1.3%

Results for O=C(COc1ccc([N+](=O)[O-])cc1Cl)N1CCOCC1 ?
GlmU inhibition: 7.2%

Results for COc1cc(OC)c(OC)cc1/C=N/Nc1nc2ccccc2[nH]1 ?
RmlCD inh 1536: -15.0; GlmU inhibition: 3.0%

Results for COc1ccc([N+](=O)[O-])cc1NC(=O)Cc1ccccc1Cl ?
RmlCD inh 1536: -8.0; GlmU inhibition: 2.8%

What do the screens show for `COC(=O)Nc1nn(-c2ccc(OC)cc2)c(=O)c(C#N)c1C`?
RmlCD inh 1536: 8.9; GlmU inhibition: -4.2%

How did O=C(CN1CCN(c2nc(-c3ccc(F)cc3)cs2)CC1)NCc1ccc2c(c1)OCO2 do in these assays?
RmlCD inh 1536: -7.9; GlmU inhibition: 0.4%

What do the screens show for `COC(=O)C(C)Sc1nc2c(c(=O)n(C)c(=O)n2C)n1Cc1cccc(C)c1` (centres undefined)?
RmlCD inh 1536: 101.0; GlmU inhibition: 2.1%

How did Cc1ccccc1-n1cc(C(=O)c2cc(Cl)ccc2O)cc(C#N)c1=O do in these assays?
RmlCD inh 1536: 5.7; GlmU inhibition: -2.0%

How did COc1cccc(/C=N/NC(=O)C(=O)Nc2ccccc2OC(F)(F)C(F)F)c1 do in these assays?
RmlCD inh 1536: -5.4; GlmU inhibition: -7.0%

Results for NC(=O)COC(=O)c1ccc(Cl)c(S(=O)(=O)N2CCN(c3ccc(F)cc3)CC2)c1 ?
GlmU inhibition: -2.6%

What do the screens show for `CCOCCn1c(CN2CCN(c3cccc(Cl)c3)CC2)nc2c1c(=O)n(C)c(=O)n2C`?
RmlCD inh 1536: -7.0; GlmU inhibition: -0.4%

How did CCOC(=O)N1CCC(NC(=O)c2ccc3c(c2)sc2nc(-c4cccc(OC)c4)cn23)CC1 do in these assays?
RmlCD inh 1536: -6.3

What do the screens show for `COc1ccc(-c2nc(N)nc(C(F)(F)F)c2-c2cscn2)c(O)c1`?
RmlCD inh 1536: 35.6; GlmU inhibition: -6.1%

How did COC(=O)CCCC1=CC2=CC(=O)C(C)(OC(=O)c3cccs3)C(=O)C2=CN1C1CC1 (centres undefined) do in these assays?
GlmU inhibition: -3.1%

Bioassay records (PubChem BioAssay)
